# Screens: PubChem BioAssay, several laboratories
# Plk1 PBD FP – Plk1 polo box domain binding inhibitors, primary screen, biochemical, fluorescence polarization. Serine/threonine-protein kinase PLK1 (Homo sapiens), P53350. Plk1 PBD phosphopeptide binding. inhibition, %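 (tested at about 20 µM)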. actives 0.13% (n = 97,000); in the data active = inhibition above about 34%, passing the limit was not always enough
# ERa SRC1 inh – ERα–SRC-1 coactivator interaction inhibitors, primary screen, biochemical, TR-FRET, ERα LBD, estradiol-bound. Estrogen receptor (Homo sapiens), P03372. TR-FRET ER-alpha LBD / SRC-1 peptide. AID 629, 2007. inhibition, % at 25.6 µM. actives 1.7% (n = 86,000); in the data active = inhibition above about 50%;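 note: 0% = receptor plus peptide control and 100% = peptide only without receptor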
# ERa coact pot – enhancers of ERα–SRC-1 coactivator binding, primary screen, biochemical, TR-FRET, ERα LBD, low estradiol | TR-FRET ERalpha-LBD/SRC-Cy5 coactivator binding, 2 h; 100 = basal binding, no effect | actives 1.3% (n = 86,000) | Estrogen receptor (Homo sapiens), P03372 | coactivator binding (% of control), % at 25.6 µM; in the data active = activity above about 200%;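 note: binding measured in presence of low estradiol as agonist stimulus; 0% = peptide alone without receptor and 100% = receptor with peptide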
# ERb coact inh – inhibitors of ERβ-SRC1 coactivator interaction, primary screen, biochemical, TR-FRET, ERβ LBD, SRC-1 peptide; TR-FRET ER-beta LBD / SRC1-Cy5 peptide binding; receptor agonist-loaded with 1 µM estradiol; inhibition, % at 25.6 µM; Estrogen receptor beta (Homo sapiens), Q92731; AID 633, 2007; actives 1.3% (n = 86,000);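 active = compounds whose percent inhibition of the receptor-coactivator binding signal exceeds about 50% in the single-dose screen, limit read from the data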;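 note: 0% = receptor plus peptide wells without compound and 100% = peptide-only wells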
# Mac1 fbg inh – inhibitors of CD11b/CD18 adhesion to fibrinogen, primary screen, K562 cells, luminescence | ATPlite luminescence; Mn2+ added to activate the integrin | inhibition, % at 10 µM | actives 0.54% (n = 93,000);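 active = primary inhibition of 50% or more at 10 µM, then 40% or more on retest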; note: some results filed as inactive read as strong as hits
# FAK blocker – FAK kinase inhibitors, primary screen, biochemical | Focal adhesion kinase 1 (Homo sapiens), Q05397 | inhibition, %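 (tested at 7 µM)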 | biochemical FAK kinase activity assay | actives 0.84% (n = 97,000); in the data active = inhibition above about 19%;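 note: 0% = DMSO and 100% = reference compound high control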
# Target sequence (Q05397 whole entry, looked up): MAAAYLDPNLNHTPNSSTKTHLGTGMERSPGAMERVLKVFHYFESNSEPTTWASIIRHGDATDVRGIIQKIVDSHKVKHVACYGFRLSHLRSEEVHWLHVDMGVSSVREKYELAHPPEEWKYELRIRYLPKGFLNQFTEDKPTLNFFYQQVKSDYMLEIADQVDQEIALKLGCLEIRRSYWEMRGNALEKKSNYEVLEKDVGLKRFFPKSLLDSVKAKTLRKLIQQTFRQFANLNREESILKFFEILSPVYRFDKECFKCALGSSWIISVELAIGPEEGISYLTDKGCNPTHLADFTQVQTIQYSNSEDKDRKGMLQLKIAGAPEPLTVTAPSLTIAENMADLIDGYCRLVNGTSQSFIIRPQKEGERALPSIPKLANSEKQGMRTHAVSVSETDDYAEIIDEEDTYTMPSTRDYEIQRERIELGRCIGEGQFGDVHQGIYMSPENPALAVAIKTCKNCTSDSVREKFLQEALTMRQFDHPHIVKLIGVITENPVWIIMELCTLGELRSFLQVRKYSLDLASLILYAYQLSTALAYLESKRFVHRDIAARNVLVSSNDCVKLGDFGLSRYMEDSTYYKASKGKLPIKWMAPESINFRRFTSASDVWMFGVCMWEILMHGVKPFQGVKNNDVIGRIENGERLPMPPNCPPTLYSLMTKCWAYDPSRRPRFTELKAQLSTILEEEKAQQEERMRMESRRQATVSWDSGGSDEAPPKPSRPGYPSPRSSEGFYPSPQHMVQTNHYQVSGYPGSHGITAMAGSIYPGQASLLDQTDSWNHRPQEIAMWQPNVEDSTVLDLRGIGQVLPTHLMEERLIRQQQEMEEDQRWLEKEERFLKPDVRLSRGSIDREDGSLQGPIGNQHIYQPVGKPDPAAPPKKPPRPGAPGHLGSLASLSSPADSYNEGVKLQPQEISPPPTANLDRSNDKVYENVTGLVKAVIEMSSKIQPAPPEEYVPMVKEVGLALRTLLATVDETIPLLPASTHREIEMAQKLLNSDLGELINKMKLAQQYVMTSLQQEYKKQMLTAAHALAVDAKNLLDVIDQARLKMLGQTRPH
# Rev-RRE block – HIV-1 Rev-RRE binding inhibitors, primary screen, biochemical, FRET, protein-RNA interaction | actives 0.79% (n = 97,000) | Rev peptide-RRE RNA binding | inhibition, % at 8 µM;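 active = inhibition above the screen-wide mean plus 3 SD, cut at about 35% in these data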;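 note: 0% = median DMSO wells and 100% = median Neomycin B control wells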
# Target sequence (P05866 whole entry, looked up): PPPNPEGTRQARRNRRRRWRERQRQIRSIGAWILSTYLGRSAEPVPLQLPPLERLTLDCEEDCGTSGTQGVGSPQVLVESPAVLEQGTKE
#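 Assay system: Labelled RRE RNA duplex and labelled Rev peptide | Times: 5 min preincubation and 15 min binding, 25 °C | Detection: FRET, ex 480 nm, em 540 and 671 nm | Evaluation: % inhibition of FRET ratio versus controls | Benchmarks: DMSO wells as 0% and neomycin B wells as 100% inhibition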
# CD11b adhes enh – enhancers of CD11b/CD18 adhesion to fibrinogen, primary screen, K562 cells, luminescence; ATPlite luminescence; activation, % at 10 µM; actives 0.07% (n = 93,000); Integrin beta-2 (Homo sapiens) + Integrin alpha-M (Homo sapiens), P05107+P11215;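 active = 10 µM primary screen giving 50% or more activity, confirmed by 40% or more on retest at that dose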; note: strong numbers were not always called active
# PLK1 kinase inh – human PLK1 kinase inhibitors, primary screen, biochemical, TR-FRET. inhibition, % at 10 µM. recombinant PLK1 kinase, TR-FRET peptide phosphorylation. actives 0.53% (n = 97,000). Serine/threonine-protein kinase PLK1 (Homo sapiens), P53350. AID 619, 2007;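 active = inhibition of 50% or more in the single-concentration screen; inactive = inhibition below 50%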;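 note: 0% = DMSO max control and 100% = H-89 dihydrochloride min control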
# Starred values were filed as active, the others as inactive; / = not tested or not shown; [ ] = dose if it differs, or a comment.
SMILES,Plk1 PBD FP,ERa SRC1 inh,ERa coact pot,ERb coact inh,Mac1 fbg inh,FAK blocker,Rev-RRE block,CD11b adhes enh,PLK1 kinase inh
O=C(OC1CSc2nc3ccccc3n2C1)c1ccco1 (stereo not drawn),/,7[fluorescence artefact?],84,3,0,/,/,1,/
COC(=O)c1ccc(Cn2c(C)cc(C)[n+]2C)o1,-5,-6,108,-1,9,1,3,-2,-9
COc1ccc(C(=O)c2nc3c(n2O)CCCCC3)cc1,-8,2,107,0,-3,-1,5,-2,-13
CCCN1Cc2cccc(C(=O)NCc3ccccc3)c2C1=O,20,3[fluorescence artefact?],123,11[fluorescence artefact?],/,1,-1,/,-10
CCOC(=O)CNC(=O)c1ccc2[nH]c3c(c2c1)CCCC3,15,3,103,-3,-10,-6,0,0,-7
COc1ccc(-c2nnc(SCCc3ccccc3)n2N)cc1,8,12,103,3,-11,0,3,0,0
Cc1ccc(CNC(=O)CNS(=O)(=O)c2cccc3nsnc23)cc1,2,-1[fluorescence artefact?],108,7[fluorescence artefact?],13,9,9,0,-1
O=C(Cc1c(O)c2ccccc2[nH]c1=O)NCc1ccc(F)cc1,6,8,135[fluorescence artefact?],-2,-2,5,4,-1,-5
O=C(NCC1CCCO1)/C(=C\c1ccc(Cl)cc1)NC(=O)c1ccccc1 (stereo not drawn),-10,/,/,/,-5,2,0,3,-6
O=C(CN1C(=O)c2ccccc2C1=O)NCC(=O)OCC(=O)c1ccc(Br)cc1,-3,/,/,/,-20,0,2,-2,2
Cc1ccc(-c2nn3c(C)nnc3s2)cc1NCc1c(F)cccc1Cl,-17,15,108[fluorescence artefact?],4,15,2,7,0,-3
CC(C)c1nc2oc3c(NCc4cccnc4)ncnc3c2c2c1CCC2,/,-10,515*[fluorescence artefact?],16,-6,/,/,0,/
COC(=O)c1ccc(CN(c2ccccn2)S(=O)(=O)c2ccccc2)cc1,-5,1,109,4,/,7,7,/,-16
CCOc1ccc(OCC)c(NC(=O)CC2Oc3ccc(C)cc3NC2=O)c1 (stereo not drawn),2,8[fluorescence artefact?],91,6[fluorescence artefact?],-18,-1,7,13,-17
Cc1nn(C)c(C)c1S(=O)(=O)Nc1ccc2c(c1)OCO2,-1,4,93[fluorescence artefact?],3,-5,0,3,-1,-1
Cc1sc2c(c1C)c(=O)n(-c1ccc(F)cc1)c(=O)n2CC(=O)NCc1ccco1,22,/,/,/,/,-2,7,/,-13
CCc1ccccc1-n1c(-c2ccncc2)n[nH]c1=S,/,-9,110,-15,13,/,/,-2,/
O=C(Nc1nnc(CCc2ccccc2)s1)c1cccs1,-4,11,114[fluorescence artefact?],10,0,2,1,2,-10
CCOc1ccc(CCNC(=O)c2cccnc2N2CCCC2)cc1OCC,20,-8,109,-7,/,0,3,/,-15
CCN1CCN(C(=O)Nc2ccc(Cc3ccc(NC(=O)N4CCN(CC)CC4)cc3)cc2)CC1,10,19,164,25,-3,5,2,-3,-7
CCCOc1cccc(-c2cc(-c3n[nH]c(=S)n3CC)c3ccccc3n2)c1,1,/,/,/,/,5,-1,/,-13
COCCCN1C(=O)C(=O)/C(=C(/O)c2ccc(OC)cc2)C1c1cccc(OC)c1 (stereo not drawn),16,-6,139,-7,2,-3,0,0,-17
CCOc1ccc(CC(=O)Nc2sc(Cc3ccccc3)cc2C(N)=O)cc1OCC,8,/,/,/,12,-1,1,0,-18
O=C(O)C1CCN(C(=O)c2ccccc2Cl)CC1,16,3,116,-10[fluorescence artefact?],-6,1,10,5,-9
Cc1ccc(Cn2cc(SCC(=O)Nc3nccs3)c3ccccc32)cc1,9,-10,122,2,18,1,11,-4,-12
O=C(NC1CCCCC1)c1ccc2c(=O)n(CC3CCCO3)c(=O)[nH]c2c1 (stereo not drawn),-18,3,116,1,-8,3,5,-1,-3
N#CC1=C2SCN(Cc3ccco3)CN2C(=O)CC1c1ccc(Cl)cc1 (stereo not drawn),2,-4,59[fluorescence artefact?],-4,-6,5,10,0,-2
c1ccc(CCc2nc(-c3ccccn3)no2)cc1,15,6,112,-1,-8,-2,-4,1,-4
COC(=O)CCC(=O)Nc1ccccc1C(N)=O,4,2[fluorescence artefact?],108,1[fluorescence artefact?],-3,1,3,-3,-18
CC(C)CSc1nnc2[nH]c(=O)cc(N)n12,-12,-13,117,6,/,1,6,/,-8

# An excerpt from above in order of formula weight, low to high:
SMILES,Plk1 PBD FP,ERa SRC1 inh,ERa coact pot,ERb coact inh,Mac1 fbg inh,FAK blocker,Rev-RRE block,CD11b adhes enh,PLK1 kinase inh
O=C(O)C1CCN(C(=O)c2ccccc2Cl)CC1,16,3,116,-10[fluorescence artefact?],-6,1,10,5,-9
O=C(NC1CCCCC1)c1ccc2c(=O)n(CC3CCCO3)c(=O)[nH]c2c1 (stereo not drawn),-18,3,116,1,-8,3,5,-1,-3
N#CC1=C2SCN(Cc3ccco3)CN2C(=O)CC1c1ccc(Cl)cc1 (stereo not drawn),2,-4,59[fluorescence artefact?],-4,-6,5,10,0,-2
CCCOc1cccc(-c2cc(-c3n[nH]c(=S)n3CC)c3ccccc3n2)c1,1,/,/,/,/,5,-1,/,-13

# Further compounds.
SMILES,Plk1 PBD FP,ERa SRC1 inh,ERa coact pot,ERb coact inh,Mac1 fbg inh,FAK blocker,Rev-RRE block,CD11b adhes enh,PLK1 kinase inh
NC(=O)C(c1ccccc1)c1ncc(C(F)(F)F)cc1Cl (stereo not drawn),-19,/,/,/,/,-12,2,/,-6
Cn1c(=O)c2cc(S(=O)(=O)NCCC(=O)Nc3ccc(Cl)cc3)ccc2n(C)c1=O,-27,/,/,/,/,-5,1,/,1
Cc1cc(C)c2c(n1)SCC(=O)N2CC(=O)NCCC1=CCCCC1,/,-3,122,4,2,/,/,-3,/
CCOc1ccc(NS(=O)(=O)CC23CCC(CC2=O)C3(C)C)cc1 (stereo not drawn),4,/,/,/,9,0,-2,-6,-20
CN(C)C(=O)c1cc2cc([N+](=O)[O-])ccc2s1,7,/,/,/,-2,-1,5,-2,-9
N#Cc1c(-c2cccs2)nc(SCC(=O)c2cccs2)[nH]c1=O,-11,/,/,/,/,-6,24,/,-4
COc1ccccc1CNC(=O)c1ccccc1N(C)S(C)(=O)=O,6,-2,115,-9,-13,1,5,-3,-7
COc1ccc(/C=N/N(C(C)=O)c2nc(-c3ccc(C)cc3)cs2)cc1,4,/,/,/,/,0,5,/,-9
CN(C)S(=O)(=O)c1ccc(C(=O)N2CCC(c3nc4ccccc4o3)CC2)cc1,-39,-6,111,0[fluorescence artefact?],/,0,9,/,-5
COc1ccc(NC(=O)Cn2nc3n(c2=S)CCC3)cc1,-20,7,125,-3[fluorescence artefact?],0,-4,3,-3,-2
COc1cc(NS(=O)(=O)c2ccc3c(c2)oc(=O)n3C)cc(OC)c1OC,5,-2,99,2,16,3,-1,-3,-11
COc1ccc2nc(SCC(=O)Nc3c(C)cc(C)cc3C)[nH]c2c1,-7,1,110,-6,/,-1,7,/,-14
COC(=O)CNC(=O)COC(=O)c1cc(F)c(F)cc1Cl,-6,/,/,/,-1,-1,2,-4,-5
CCN(CCNC(=O)C1CCCN(S(=O)(=O)c2cnc[nH]2)C1)c1ccccc1 (stereo not drawn),-4,-6,98,2,-2,5,4,1,-2
O=C(OCC#CCSc1nc2ccccc2o1)c1cc2ccccc2o1,0,-6,114,-4,/,0,7,/,-8
Cc1cc(C)n(-c2ncnc3c2oc2ccccc23)n1,-14,-6,102,2,6,4,2,3,-10
Cc1cc(C)c(C#N)c(SCC(=O)Nc2ccccc2C(N)=O)n1,-3,12,168,-4,/,0,7,/,-12
CCC(=O)N1CCCc2cc(S(=O)(=O)N3CCCc4ccccc43)ccc21,4,-10,92,-7,9,-2,16,1,7
COc1ccc(C(=O)NCc2ccc(N3CCN(C(=O)OC(C)(C)C)CC3)cc2)cc1,-10,/,/,/,17,-3,1,1,-4
CCOC(=O)N1CCN(C(=O)C(NC(=O)c2ccc(CC)cc2)C(C)C)CC1 (stereo not drawn),21,-6,116,6,/,-2,-1,4,-2
O=c1ncn(-c2cccc(F)c2)c2ncccc12,-32,/,/,/,14,0,8,-4,-8
O=C(CN1C(=O)COc2ccccc21)NCCN1CCc2ccccc2C1,-11,-4,110,3,-28,18,2,-1,2
COc1ccc2nc(CC(C)(C)CC(=O)O)c[n+]([O-])c2c1,-14,-5,118,1,-18,-1,6,-1,-8
CC(C)CC(=O)N1CCN(S(C)(=O)=O)CC1,-14,0,142,-5,-19,-4,6,0,5
O=C1C2Sc3[nH]c(=O)sc3C(c3ccccc3)C2C(=O)N1c1ccc(Cl)cc1 (stereo not drawn),4,-7,68,43,/,-4,4,/,22
Cc1ccc(C)c(S(=O)(=O)N2CCN(C(=O)Cn3c(C(F)(F)F)nc4ccccc43)CC2)c1,-6,17,91[fluorescence artefact?],-3,-13,-3,12,-2,-8
CC(=O)Nc1cccc(Oc2ccc(-c3noc(C)n3)cc2)c1,7,-7,93,1,29,3,7,0,-2
CCCC(c1nnnn1Cc1ccco1)N1CCN(C2CCCC2)CC1 (stereo not drawn),/,-9,126,-3[fluorescence artefact?],-16,/,/,-1,/
O=C(NC1CCCCC1)C(c1ccccn1)N(C(=O)Cc1cccs1)c1ccc(Cl)cc1 (stereo not drawn),26,/,/,/,/,-3,-2,/,-14
COc1ccc(C2=NOC(C(=O)Nc3cccnc3)C2)cc1 (stereo not drawn),-4,-3,94,0,13,1,5,0,-8

# ERa coact pot, entries above that show a hit
SMILES,Plk1 PBD FP,ERa SRC1 inh,ERa coact pot,ERb coact inh,Mac1 fbg inh,FAK blocker,Rev-RRE block,CD11b adhes enh,PLK1 kinase inh
CC(C)c1nc2oc3c(NCc4cccnc4)ncnc3c2c2c1CCC2,/,-10,515*[fluorescence artefact?],16,-6,/,/,0,/

# Continued.
SMILES,Plk1 PBD FP,ERa SRC1 inh,ERa coact pot,ERb coact inh,Mac1 fbg inh,FAK blocker,Rev-RRE block,CD11b adhes enh,PLK1 kinase inh
O=C(O)CNC(=O)CC12CC3CC(CC(C3)C1)C2,-18,-9,120,-6,-6,0,7,4,-5
CCc1nc2ccccc2c2nc3ccccc3n12,5,8[fluorescence artefact?],103[fluorescence artefact?],5[fluorescence artefact?],-16,2,1,-3,-2
O=C(CSc1ccccn1)c1ccc2c(c1)OCO2,-18,0,122,2,-29,3,6,-3,1
CCOc1cc(CNCCO)cc(Br)c1OCc1cccs1,-14,/,/,/,/,0,2,/,-3
CC(C)=CCC(C)(C)C1OCCN1C(=O)Nc1ccccc1 (stereo not drawn),7,-4,105,1,-8,-1,9,-2,-14
O=S(=O)(c1ccc2c(c1)nc1n2CCC1)N1CCOCC1,-3,-1,103,8[fluorescence artefact?],/,-3,7,/,-9
CCc1nnc(NC(=O)C2CC(=O)N(CCc3ccccc3)C2)s1 (stereo not drawn),9,-6,105,-7,-1,1,-1,-2,-6
COc1ccc(NC(=O)CSc2nnnn2-c2ccc(OC)cc2)cc1,4,-10,100,-1,10,1,1,-4,-8
COc1cccc(C2CC(c3ccc(Cl)cc3Cl)n3nc(N)nc3N2)c1 (stereo not drawn),-28,-10,120,-12,-8,-5,9,-4,75*
Cc1ccc(-n2c(-c3ccccc3)n[nH]c2=S)cc1,-7,-5,73,0[fluorescence artefact?],/,0,0,/,-9
COc1ccc(/C=C\C(=O)c2c(O)ccc3c(C)cc(=O)oc23)cc1OC,7,/,/,/,5,-2,-6,4,-2
